# Screening data as filed in PubChem.
# PLCb3 inh: PLC-beta3 (human) inhibition, primary screen; Q01970; Purified PLC-beta3, fluorogenic substrate, fluorescence; inhibition, % at 12.2 µM; hit rate 0.18% among 370,000; in the data active = inhibition above about 11%;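 also: 0% = median of compound wells on plate and 100% = full blocker control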
# SMARCA2 activ: SMARCA2 function activation, primary screen | hit rate 1% among 370,000 | AID 652017 | activation, % at 9.1 µM | MG213 cells, MMTV-luciferase reporter, dexamethasone, overnight; in the data active = activation above about 7.8%;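 also: 0% = vehicle wells and 100% = reference activator wells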
# DAX1 inh-1: inhibitors of human orphan nuclear receptor DAX1 (NR0B1); P51843; HEK293 Gal4-DAX1 luciferase reporter, luminescence; inhibition, % at 6.75 µM; hit rate 0.99% among 340,000; AID 504766;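 active = inhibition above the mean over all tested compounds plus 3 SD, cut at about 4.2% in these data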;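 also: 0% = DAX1-transfected cells with DMSO and 100% = empty-vector control cells with DMSO; inhibition shows as a rise in luminescence from relieved DAX1 repression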
# Target sequence (P51843 207-470 limits assumed): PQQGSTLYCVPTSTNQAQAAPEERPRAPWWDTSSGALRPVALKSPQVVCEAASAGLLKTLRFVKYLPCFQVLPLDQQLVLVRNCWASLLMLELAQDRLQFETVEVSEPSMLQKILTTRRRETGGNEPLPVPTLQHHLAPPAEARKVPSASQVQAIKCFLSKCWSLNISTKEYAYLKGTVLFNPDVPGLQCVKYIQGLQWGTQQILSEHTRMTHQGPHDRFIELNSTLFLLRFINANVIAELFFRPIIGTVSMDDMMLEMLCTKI
# DAX1 inh-2: inhibitors of DAX1 repression of SF-1 activated StAR promoter. HEK293T StAR-luciferase reporter, SF-1/DAX-1 repression relief. inhibition, % at 6.8 µM. hit rate 1.1% among 370,000. AID 652010;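 active = inhibition above the mean over all tested compounds plus 3 SD, cut at about 3.6% in these data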;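 also: 0% = DAX-1 cells with DMSO and 100% = cells lacking DAX-1 with DMSO; higher inhibition means more luminescence from relief of DAX-1 repression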
# ADAM17 inh: inhibitors of human ADAM17 | P78536 | recombinant ADAM17, EDANS/DABCYL FRET peptide cleavage | inhibition, % at 6.95 µM | hit rate 0.83% among 370,000 | AID 720648;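 active = inhibition above the mean of compounds lying between control limits plus 3 SD, set per campaign, cut at about 8.5% in these data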;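 also: 0% = DMSO-only wells as the low control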
# ssDAF12 agonist: S. stercoralis DAF-12 activation, primary screen. HEK293 ssDAF-12/GRIP1 lit1-tk-luc reporter, luminescence; % of 3 µM dafachronic acid response. hit rate 1% among 370,000. activation, % at 6.8 µM. AID 652126;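 active = activation above the mean over all tested compounds plus 3 SD, cut at about 0.9% in these data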;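 also: 0% = DMSO-only wells and 100% = 3 µM delta7-dafachronic acid wells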
# hgDAF-12 ag: agonists of H. glycines DAF-12 nuclear receptor; hit rate 1.8% among 370,000; HEK293 GAL4-hgDAF12 UAS-luciferase reporter, agonist luminescence; normalized to butyrate control; AID 687014; activation, % at 6.8 µM;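 active = activation above a cutoff set at the mean of all screened compounds plus 3 SD, cut at about 10% in these data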;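 also: 0% = DMSO wells and 100% = sodium butyrate wells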
# hcDAF12 agonist: activates DAF-12 receptor from parasite H. contortus; activation, % at 6.8 µM; hit rate 1.4% among 370,000; HEK293 hcDAF-12 lit1-tk-luc reporter, luminescence; 0% DMSO, 100% Δ7-dafachronic acid; AID 652067;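 active = activation above the mean of all tested compounds plus 3 SD, cut at about 5.5% in these data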;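 also: 100% = response to 3 µM Δ7-dafachronic acid high control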
# Rev-erbA mod: modulates human Rev-erb alpha binding to DNA. P20393. Rev-erbα–FITC-DNA binding, fluorescence polarization, 90 min. activity, % at 10 µM. hit rate 0.79% among 370,000. AID 1259318;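 active = activity above about 14%, limit read from the data; passing the limit was not always enough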;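 also: 0% = DMSO wells with 35 nM protein and 100% = DMSO wells with 750 nM protein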
# Target sequence (P20393 whole entry, looked up): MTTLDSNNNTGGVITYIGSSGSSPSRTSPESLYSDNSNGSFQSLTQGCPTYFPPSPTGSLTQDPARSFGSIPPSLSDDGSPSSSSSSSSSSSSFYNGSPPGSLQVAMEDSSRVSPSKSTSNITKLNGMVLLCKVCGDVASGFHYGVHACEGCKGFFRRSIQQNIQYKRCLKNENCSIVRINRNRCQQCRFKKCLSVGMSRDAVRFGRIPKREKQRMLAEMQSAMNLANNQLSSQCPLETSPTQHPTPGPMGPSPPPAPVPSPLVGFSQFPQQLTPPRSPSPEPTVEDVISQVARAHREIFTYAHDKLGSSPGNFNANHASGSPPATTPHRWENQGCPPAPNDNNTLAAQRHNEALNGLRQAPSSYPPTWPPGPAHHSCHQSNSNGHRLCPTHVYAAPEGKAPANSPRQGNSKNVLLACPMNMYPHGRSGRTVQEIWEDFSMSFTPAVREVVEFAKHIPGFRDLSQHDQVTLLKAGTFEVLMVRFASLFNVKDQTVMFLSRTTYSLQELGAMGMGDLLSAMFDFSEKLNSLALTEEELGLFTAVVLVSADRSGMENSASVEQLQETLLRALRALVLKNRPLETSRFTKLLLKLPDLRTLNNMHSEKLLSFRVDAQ
# MBD2 DNA inh: MBD2-methylated oligo binding inhibition; hit rate 0.31% among 370,000; inhibition, % at 4.4 µM; AID 686964; TR-FRET, MBD2 binding to methylated oligonucleotide; in the data active = inhibition above about 13%
# PLC-gamma1 inh: inhibitors of human phospholipase C gamma1; P19174; purified PLC-gamma1, fluorogenic substrate, fluorescence; inhibition, % at 12.2 µM; hit rate 0.84% among 370,000; in the data active = inhibition above about 9.5%
# The depositor's hits bear a star; i = inactive; / = no result given.
SMILES,PLCb3 inh,SMARCA2 activ,DAX1 inh-1,DAX1 inh-2,ADAM17 inh,ssDAF12 agonist,hgDAF-12 ag,hcDAF12 agonist,Rev-erbA mod,MBD2 DNA inh,PLC-gamma1 inh
Cc1ccc(S(=O)(=O)N(C(=O)c2ccncc2)c2ccc(OC(=O)c3ccncc3)cc2)cc1,2.2,-1.6,0.5,-0.3,0.2,-1.6,0.5,-0.1,0.9,0.9,-2.6
CCOc1ccc2nc(N3CCCC(C(=O)NC4CCCC4)C3)sc2c1 (stereo not given),-3.8,5.2,0.5,0.1,-3.1,-1.6,0.7,0.5,-7.6,-2.0,4.3
CCn1ccnc1C(O)(c1ccccc1)c1ccccc1,-11.8,1.8,2.6,-0.1,-2.9,-0.9,-1.2,0.7,3.7,3.5,-0.2
CC(C)c1ccccc1OCCCCCN1CCOCC1,3.3,-3.8,/,-0.2,-5.5,-1.3,-0.4,-0.6,1.4,-1.0,2.2
Cc1ccc(CNC(=O)C2CCC(=O)N(CCc3ccccn3)C2)s1 (stereo not given),-0.3,-2.0,1.3,1.6,-1.2,-1.1,-1.0,1.4,-0.7,-1.7,-0.4
Cc1ccc(OCCC(=O)N(CC(=O)Nc2ccccc2C(F)(F)F)Cc2ccco2)cc1,-3.4,-1.4,-0.7,-0.7,1.6,-0.9,0.5,0.2,0.7,-0.5,-2.0
Cc1c(CN2CCC(CO)(CCOc3ccccc3)CC2)[nH]c2ccc(Cl)cc12,-16.4,-4.2,-4.2,-0.1,3.3,-1.0,-7.3,-0.6,12.7,2.7,-9.5
Cc1ccc(C(=O)N/C(=C/c2cn(-c3ccccc3)nc2-c2ccccc2)C(=O)O)cc1,-13.2,-5.5,3.8,-0.5,-4.1,-1.4,-1.0,0.1,0.5,7.2,2.4
O=C(CSc1nnnn1-c1ccccc1)CSc1nnnn1-c1ccccc1,-5.0,-2.3,-0.7,-0.2,1.8,-1.9,2.6,0.5,1.8,-0.5,-1.9
CCN(CC)c1nc(C(N)=O)cc(-c2ccccc2)n1,-47.9,-0.9,0.1,-0.8,-1.6,-1.7,-1.6,-2.7,-0.7,-1.5,-39.5
COC(=O)c1ccc(C(=O)N2CCCC(Nc3ccc(F)c(F)c3)C2)cc1 (stereo not given),-12.2,2.0,0.2,2.0,-2.0,-1.6,0.8,-0.8,-3.8,3.7,-1.1
CCC(C)c1ccc(NC(=S)NC2CCN(Cc3ccccc3)CC2)cc1 (stereo not given),3.9,-7.7,-0.3,-0.4,7.4,-1.2,-2.5,-2.9,-3.6,-0.5,7.9
CC(=O)Nc1ncc(Cc2cc(Cl)ccc2Cl)s1,-2.5,0.3,1.0,-1.6,-0.4,-1.6,0.7,-1.2,5.7,4.2,-1.0
NCCCn1c(C(=O)c2ccc(Cl)cc2)c2ccc(C(F)(F)F)cc2[n+]1[O-],-5.7,2.0,1.0,-0.3,-0.6,0.2,0.1,5.0,-4.9,-4.5,-1.4
O=C(N/N=C\c1ccccn1)c1cccc(C(=O)N/N=C\c2ccccn2)n1,-11.2,-3.0,1.4,-0.1,-6.6,-1.3,1.3,0.7,-0.8,-2.9,-3.7
O=C(NCCc1ccccc1)/C(=C\c1ccc([N+](=O)[O-])cc1)NC(=O)c1ccc(Br)cc1,4.0,2.4,-0.5,1.0,-1.5,-1.3,-0.1,0.3,-1.7,-4.5,0.5
CCOc1ccc(NC(=O)CN(C)C(=O)c2ccccc2OCCOc2ccccc2)cc1OCC,-2.0,-3.1,1.1,0.3,-0.5,-1.3,1.5,-1.1,-0.5,0.8,-1.3
CN1CCN(CC(O)(c2ccc(Cl)cc2)c2ccc(Cl)cc2)CC1,0.9,-1.7,-0.1,0.4,-0.5,-1.1,5.6,-0.8,-2.4,-2.6,5.8
O=C(Cn1c(C(F)(F)F)nc2ccccc21)Oc1cccc(C(F)(F)F)c1,3.0,0.7,0.0,0.4,-3.3,-1.0,0.2,-1.4,1.9,-0.2,1.3
COc1ccc(OCCCNCCc2ccccc2)cc1,-1.2,-2.3,1.1,3.1,-0.3,-0.9,0.2,-1.3,-4.3,3.5,1.5
C=CCn1c(SCC(=O)Nc2ccc(OC)cc2)nnc1-c1cnccn1,-1.0,-2.2,0.0,-1.6,-2.7,-1.2,0.0,-1.9,-2.9,7.4,1.7
Cc1csc(NC(=O)C2CC(=O)N(c3ccc(C)c(C)c3)C2)n1 (stereo not given),-6.7,-2.6,0.0,-0.7,-1.2,1.6*,-0.1,-1.4,-0.7,2.3,1.1
C=CCN1C=CC(=C/C=C(/C#N)C(=O)OCC)C=C1,-21.1,4.0,2.6,3.4,1.6,0.7,15.8*,5.6*,2.8,-28.6,-6.7
COc1ccc(Cl)cc1C(=O)NNC(=O)c1csc(N2CCOCC2)n1,-2.7,3.7,-0.9,0.0,1.4,-0.3,-0.8,-0.7,1.7,1.0,0.3
CCC(=O)Nc1cc(OC)cc(OC)c1,-8.4,-3.6,0.2,-0.2,-5.0,-1.1,-1.3,0.5,-5.7,-7.3,-0.1
# Later entries:
SMILES,PLCb3 inh,SMARCA2 activ,DAX1 inh-1,DAX1 inh-2,ADAM17 inh,ssDAF12 agonist,hgDAF-12 ag,hcDAF12 agonist,Rev-erbA mod,MBD2 DNA inh,PLC-gamma1 inh
Cc1ccc(CNc2ccc([N+](=O)[O-])cc2C(N)=O)cc1,-1.7,6.1,2.4,0.3,1.3,-0.8,4.2,1.5,2.0,0.7,-0.9
Cc1ccc(Sc2cc(Cl)nc(N)n2)cc1,-1.3,0.5,0.2,-0.6,-2.4,-0.7,-1.0,-1.4,0.6,0.1,2.0
CCOc1ccc(OCc2ccc(C(=O)N3CCCCC3)o2)cc1,-5.7,-1.6,0.4,-1.5,0.1,-1.0,1.4,-0.4,-1.6,0.2,-1.9
COc1ccc(C(C)C)cc1S(=O)(=O)Nc1ncn[nH]1,-4.5,-1.9,1.9,0.2,4.4,-0.6,-0.4,0.7,11.8,-0.2,4.7
COc1ccc(C(=O)COC(=O)c2sccc2C)cc1OC,-8.8,1.7,-0.1,-0.6,1.3,-1.0,0.0,0.0,0.7,-4.1,-6.7
Cc1ccccc1NC(=O)CN1C(=O)COc2ccc(Cl)cc21,2.4,-0.6,0.2,-1.5,1.9,-1.6,-2.9,-0.8,0.5,-5.4,3.6
COCc1cc(Sc2cccc(Cl)c2Cl)nc(-c2ccccc2)n1,4.6,2.0,-0.1,0.2,2.8,-0.7,-1.1,0.1,2.7,-5.9,7.2
COc1cccc(-c2cc(NC=O)c3ncc(-c4ccc(F)c(Cl)c4)n3c2)c1,-21.6,-1.6,/,-1.2,-7.5,-1.6,3.1,-0.9,5.6,1.6,-14.8
O=C(CCSCCc1ccccn1)Nc1ccc(Br)cc1F,1.1,2.1,-0.4,0.9,-0.3,2.0*,-1.6,-0.6,-0.8,-3.2,-1.6
O=C1C(N2CCOCC2)=Cc2cccc3cccc1c23,-159.6,-4.4,1.1,-2.0,-13.6,-0.9,-0.7,-0.6,0.6,-21.5,-111.2
COc1ccc(OC)c(/C=N/NC(=O)CN2CCSCC2)c1,i,-3.3,-1.4,-0.3,-429.5,-0.9,1.1,0.2,-2.0,0.6,i
O=C(CCNC(=O)N1CCn2c1nc1ccccc12)NCc1ccccc1,-9.3,0.1,0.6,-0.1,-4.1,-1.1,1.7,-3.1,0.2,3.6,-0.4
CC(C)(C)C(=O)N1CCN(c2nc3ccc(Cl)cc3s2)CC1,-0.9,0.0,-1.5,-0.3,-1.8,-1.6,5.6,-2.4,0.4,3.9,1.4
COc1ccc(CC(=O)Nc2ccccc2C(=O)N2CCOCC2)cc1OC,5.5,3.0,-1.3,0.7,1.0,-0.3,-1.4,-0.1,-4.3,0.4,0.9
O=C(CCc1nc2ccccc2c(=O)[nH]1)NNC(=O)c1ccccc1Cl,-12.9,-2.0,-0.8,0.0,-7.0,-0.7,-2.5,-0.2,-0.4,0.6,-10.3
Cc1ccc(-c2csc(NC(=O)/C=C/c3ccco3)c2C(=O)O)cc1,-34.2,5.8,1.1,2.7,2.9,0.0,13.8*,11.4*,-10.1,1.0,-30.3
CC1CCC(CN2C(Nc3ccccc3)=NC[C@@H]2C)CC1 (stereo not given in full),7.0,-0.5,-0.7,0.3,1.1,-1.0,1.3,-1.3,-1.1,-2.5,2.3
Cc1nc2ccccn2c1C(=O)/C=C/c1cccc([N+](=O)[O-])c1,3.0,-0.2,0.2,-0.2,2.1,-0.9,-1.9,-1.7,-3.7,1.5,1.2
COc1ccccc1CN1CC(C(=O)NCc2cc(F)ccc2C)CCC1=O (stereo not given),-2.6,5.8,0.8,0.2,0.0,-0.3,1.8,0.9,4.6,-1.6,4.7
CCOC(=O)C1CCN(S(=O)(=O)CCNC(=O)c2ccc(F)cc2)CC1,-5.3,-1.6,-0.1,-0.6,-5.0,-0.6,-1.4,-0.2,-5.0,0.0,0.1
Cc1cc(=O)[nH]c(N/N=C/c2ccc(N(C)C)cc2)n1,-9.8,-1.5,0.3,0.4,-7.8,-1.2,1.4,-0.6,2.6,3.1,-7.6
O=C1C2CC=CCC2C(=O)N1Cc1ccccc1 (stereo not given),1.4,-1.1,-0.2,-0.1,-7.2,-0.7,-2.9,-2.5,-2.7,-1.4,-1.9
O=C(Nc1ccccc1-c1ccccc1)c1ccc(Cl)c([N+](=O)[O-])c1,1.6,0.9,1.5,0.2,2.7,-0.3,-1.7,0.3,2.5,-0.3,4.1
CCOc1cc(NC(=O)c2ccccn2)c(OCC)cc1NC(=O)c1ccc(C)cc1,-5.6,0.5,1.7,0.2,3.1,-1.4,-1.1,-1.1,0.6,-0.8,-4.6

# For convenience, some entries already given:
SMILES,PLCb3 inh,SMARCA2 activ,DAX1 inh-1,DAX1 inh-2,ADAM17 inh,ssDAF12 agonist,hgDAF-12 ag,hcDAF12 agonist,Rev-erbA mod,MBD2 DNA inh,PLC-gamma1 inh
Cc1ccc(CNc2ccc([N+](=O)[O-])cc2C(N)=O)cc1,-1.7,6.1,2.4,0.3,1.3,-0.8,4.2,1.5,2.0,0.7,-0.9
Cc1ccc(Sc2cc(Cl)nc(N)n2)cc1,-1.3,0.5,0.2,-0.6,-2.4,-0.7,-1.0,-1.4,0.6,0.1,2.0
CCOc1ccc(OCc2ccc(C(=O)N3CCCCC3)o2)cc1,-5.7,-1.6,0.4,-1.5,0.1,-1.0,1.4,-0.4,-1.6,0.2,-1.9
COc1ccc(C(C)C)cc1S(=O)(=O)Nc1ncn[nH]1,-4.5,-1.9,1.9,0.2,4.4,-0.6,-0.4,0.7,11.8,-0.2,4.7
COc1ccc(C(=O)COC(=O)c2sccc2C)cc1OC,-8.8,1.7,-0.1,-0.6,1.3,-1.0,0.0,0.0,0.7,-4.1,-6.7
Cc1ccccc1NC(=O)CN1C(=O)COc2ccc(Cl)cc21,2.4,-0.6,0.2,-1.5,1.9,-1.6,-2.9,-0.8,0.5,-5.4,3.6
COCc1cc(Sc2cccc(Cl)c2Cl)nc(-c2ccccc2)n1,4.6,2.0,-0.1,0.2,2.8,-0.7,-1.1,0.1,2.7,-5.9,7.2
COc1cccc(-c2cc(NC=O)c3ncc(-c4ccc(F)c(Cl)c4)n3c2)c1,-21.6,-1.6,/,-1.2,-7.5,-1.6,3.1,-0.9,5.6,1.6,-14.8
